Assay outcomes from PubChem BioAssay.
PTHR1 agonist – agonists of human PTHR1 parathyroid hormone receptor; Q03431; HEK293 GP2 PTHR1 cells, GloSensor cAMP luminescence, 1 h; Potency, µM (top dose mostly 115 µM), without a hit: top-dose activation, usual class: activators; actives 0.075% (n = 410,000); further: nearly all actives have a fitted effect of over 55% in size; some results filed as inactive show a strong effect at the top dose; inactives centre near -15; many of its hits are not listed in these tables
Target sequence (Q03431 whole entry, looked up): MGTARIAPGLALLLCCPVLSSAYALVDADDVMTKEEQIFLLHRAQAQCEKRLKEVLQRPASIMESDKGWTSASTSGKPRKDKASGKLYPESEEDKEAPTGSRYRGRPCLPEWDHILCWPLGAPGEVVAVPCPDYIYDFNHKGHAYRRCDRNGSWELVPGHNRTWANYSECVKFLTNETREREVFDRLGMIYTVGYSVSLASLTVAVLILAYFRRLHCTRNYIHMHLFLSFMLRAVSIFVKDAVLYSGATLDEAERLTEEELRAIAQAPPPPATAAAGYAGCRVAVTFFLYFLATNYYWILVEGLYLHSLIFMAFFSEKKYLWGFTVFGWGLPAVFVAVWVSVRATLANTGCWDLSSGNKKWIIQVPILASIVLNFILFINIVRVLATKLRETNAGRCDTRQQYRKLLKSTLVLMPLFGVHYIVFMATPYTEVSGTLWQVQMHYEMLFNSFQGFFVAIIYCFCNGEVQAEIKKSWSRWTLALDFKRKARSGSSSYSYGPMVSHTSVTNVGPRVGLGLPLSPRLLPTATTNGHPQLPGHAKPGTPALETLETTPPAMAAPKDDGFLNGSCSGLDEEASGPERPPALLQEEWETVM
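HEK-293-derived GP2 cells expressing PTHR1 and a GloSensor cAMP reporter, 3,000/well, plated overnight, given luciferin plus IBMX (each 0.5 mM as added) for 1 h at 37 °C, then compound for 1 h at 37 °C. Luminescence was read after 15 min at room temperature.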
TDP43 rescue – inhibitors of TDP-43 toxicity in yeast | TDP-43 expressing yeast growth rescue, BacTiter-Glo, 24 h | Potency, µM (titrated, usually from 46.1 µM), for the others: at the highest dose growth rescue (activation), most hits filed as activators | actives 1.8% (n = 410,000) | AID 652104; further: % of control where 0% means no effect; nearly all actives have a fitted effect of over 50% in size
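Cell-based yeast growth screen: TDP-43 expression induced in galactose, inoculum OD600=0.02 after raffinose pregrowth to mid-log. Read-out BacTiter-Glo luminescence at 24 hr, 30 deg C; inhibition of toxicity seen as signal increase.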
FUS yeast rescue – rescues growth of FUS-expressing yeast; AID 1347120; Potency, µM (highest dose often 76.6 µM), without a hit: at the top dose growth rescue (activation), usual class: activators; actives 0.24% (n = 390,000); S. cerevisiae FUS-expressing, growth rescue, OD600, 24 h;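 further: plate controls were DMSO vehicle for no effect and reference control for full effect; nearly all actives have a fitted effect of over 55% in size; some results filed as inactive show a strong effect at the top dose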
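Restored growth of FUS-toxic S. cerevisiae, read as 600 nm absorbance after 24 h at 30C in galactose medium (starting OD 0.005). Controls CP55940 and DMSO.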
The depositor's hits bear a star; i = inactive; ? = inconclusive; [ ] = remark or other dose. The call rests on the fitted dose curve; in most records, active means well fitted curve in the direction sought with a large enough effect; inconclusive means small, poorly fitted or top-dose-only effect, or another doubt; inactive means no such curve, though single readings can be large; an effect the other way counts as inactive or inconclusive. Potency means the concentration at half of the fitted maximal effect.

SMILES	PTHR1 agonist	TDP43 rescue	FUS yeast rescue
Cc1cc(S(=O)(=O)Nc2cc3c(cc2Cl)n(C)c(=O)c(=O)n3C)ccc1F	-30%[inhibitor]	0%	-5%
CCCCN(CCCC)S(=O)(=O)c1ccc(NC(=O)c2c(-c3ccccc3)noc2C)cc1	-7%	-19%	45%
CCOC(=O)c1cccc(NC(=O)CSc2nc3cc4ccccc4cc3[nH]2)c1	i	16%	15%
COCCNC(=O)Nc1cc(C(=O)NCc2ccc(C(C)C)cc2)ccc1N1CCCC1	i	0%	?
COc1ccc2c(c1)CC(NC(=O)Nc1cc(Cl)ccc1OC)CO2 (stereo not drawn)	-12%	-7%	-20%
CCCCC(=O)OC1=C(C(=O)c2ccccc2)N(CC)S(=O)(=O)c2ccccc21	i	16µM*	19%
COc1ccc(-c2noc(CN(C(=O)COc3cc(C)c(Br)c(C)c3)C(C)C)n2)cc1	-38%[inhibitor]	8%	-1%
Cn1cnc(S(=O)(=O)N2CCC(C(=O)Nc3ccc(OC(F)(F)F)cc3)CC2)c1	-31%[inhibitor]	12%	-1%
CCN(Cc1ccccc1)S(=O)(=O)c1ccc2c(c1)CCCN2C(C)=O	-2%	0%	18%
Cc1ccc(S(=O)(=O)N(CC(=O)NCCc2ccc(Cl)cc2)c2ccccc2C)cc1	-9%	4%	?

Single values from above.
TDP43 rescue with COCCNC(=O)Nc1cc(C(=O)NCc2ccc(C(C)C)cc2)ccc1N1CCCC1 stands at 0%
TDP43 rescue with CCN(Cc1ccccc1)S(=O)(=O)c1ccc2c(c1)CCCN2C(C)=O stands at 0%

Carrying on:
SMILES	PTHR1 agonist	TDP43 rescue	FUS yeast rescue
COc1cccc(CNC(=O)CCc2nnc3n(C)c(=O)c4sccc4n23)c1	i	12%	-19%
CC(=O)Nc1cccc(NC(=O)CSc2cn(CC(=O)N(C(C)C)C(C)C)c3ccccc23)c1	i	23%	27%
COc1ccccc1N1CCN(c2ccc(=O)n(CC(=O)Nc3ccc(F)c(F)c3)n2)CC1	-30%	2%	1%
COc1cc(S(=O)(=O)n2ccnc2C(C)C)ccc1Br	i	9%	1%
Cc1ccc(-n2ncc(C(=O)NCc3ccco3)c2C2CCN(C(=O)OC(C)(C)C)CC2)cc1	0%	8%	20%
O=C(NCCc1ccccc1)C(=O)NCC(c1cccnc1)N1CCN(c2ccccc2)CC1 (stereo not drawn)	-25%	13%	8%
O=S(=O)(c1ccc(Cl)cc1)c1nnn2c1nc(NC1CCCC1)c1sccc12	-52%[inhibitor]	15%	-10%
O=C(CCCCn1c(=O)c2ccccc2n(CC(=O)Nc2cccc(C(F)(F)F)c2)c1=O)NCc1ccc2c(c1)OCO2	-2%	13%	8%
CNC(=O)COc1ccc(NC(=O)c2ccc(-c3nn(C)c(=O)c4ccccc34)cc2)cc1	i	11%	5%
CCOc1ccc(NC(=O)c2oc3ccccc3c2NC(=O)C2CCCCC2)cc1	i	2%	-6%

Structural class: the compounds so far with a Cl atom.
SMILES	PTHR1 agonist	TDP43 rescue	FUS yeast rescue
Cc1cc(S(=O)(=O)Nc2cc3c(cc2Cl)n(C)c(=O)c(=O)n3C)ccc1F	-30%[inhibitor]	0%	-5%
COc1ccc2c(c1)CC(NC(=O)Nc1cc(Cl)ccc1OC)CO2 (stereo not drawn)	-12%	-7%	-20%
Cc1ccc(S(=O)(=O)N(CC(=O)NCCc2ccc(Cl)cc2)c2ccccc2C)cc1	-9%	4%	?
O=S(=O)(c1ccc(Cl)cc1)c1nnn2c1nc(NC1CCCC1)c1sccc12	-52%[inhibitor]	15%	-10%

Following part:
SMILES	PTHR1 agonist	TDP43 rescue	FUS yeast rescue
Cc1ccc(CNC(=O)c2c[nH]n3c(=O)c(Cc4ccc(F)cc4Cl)c(C)nc23)cc1	-77%[inhibitor]	20%	21%
O=C(Cn1ncc2c3ccccc3n(Cc3cccc(Cl)c3)c2c1=O)N1CCCCCC1	-2%	5%[9.22 µM]	41%
COc1ccc(OC)c(NC(=O)Cn2cc(C(=O)c3ccc(Cl)cc3)c(=O)c3cc(OC)ccc32)c1	-38%[inhibitor]	7%	-10%
Cc1cccc(NC(=O)c2cc3c(=O)n4cccc(C)c4nc3s2)c1C	-7%	9%	-15%
CCC(Sc1nc2ccccc2c(=O)n1CCc1ccc(OC)c(OC)c1)C(=O)N(CC)CC (stereo not drawn)	i	-46%[inhibitor]	?
COCCNc1nc2c(S(=O)(=O)c3ccc(C)c(C)c3)nnn2c2ccc(Cl)cc12	i	16%	6%
Cc1cc2oc(C(=O)N(Cc3ccc(Cl)cc3)Cc3ccco3)c(C)c2cc1Cl	i	17%	-9%
COc1cc(OC)cc(C(=O)NCCc2csc(-c3ccc(C(F)(F)F)cc3)n2)c1	-1%	18µM*	46%
CCC(C)NC(=O)CSc1nc2n[nH]c(C)c2c(=N)n1-c1cc(Cl)ccc1C (stereo not drawn)	-42%[inhibitor]	-5%	18%
Cc1oc2ncn(C)c(=O)c2c1C(=O)NC(C)c1ccccc1 (stereo not drawn)	?	21%	16%
COc1ccc(S(=O)(=O)NCC(c2ccc(N(C)C)cc2)N2CCc3ccccc32)cc1OC (stereo not drawn)	-4%	-43%[inhibitor][9.22 µM]	?
COc1ccc(C2=C(C)C(N3CCC(C(=O)NCc4ccco4)CC3)=NS2(=O)=O)cc1	-12%	21%	2%
CCOc1ccc(NC(=O)c2ccc(NC(=O)N3CCSc4ncccc43)cc2)cc1	-21%	9%	3%
COc1ccc(-c2cc3ccc(O)c(CN4CCN(C)CC4)c3oc2=O)cc1OC	-13%	15%	1%
CCc1nn2c(=O)cc(COC(=O)C(c3ccccc3)c3ccccc3)nc2s1	-13%	20%	?
COc1ccc(CC(=O)Nc2c(C(=O)Nc3ccccc3F)oc3ccccc23)cc1	-20%	15%	29%
COc1cc(OC)cc(-c2nc3nc(C)c(CCC(=O)Nc4ccc(F)cc4F)c(C)n3n2)c1	13%	-15%	0%
CCOc1ccc(C(=O)NCCc2sc(-c3ccc(C)cc3)nc2C)cc1	-41%[inhibitor]	?	19%
O=C(CN1C(=O)COc2ccc(S(=O)(=O)Nc3ccccc3)cc21)Nc1cccc(Cl)c1	-18%	15%	?
CCCc1nc2ccccc2n2c(-c3cccc(C)c3)c3c(=O)n(C)c(=O)n(C)c3c12	-33%[inhibitor]	26%	8%
CCCN1C(C(=O)c2ccccc2)=C(OC(=O)c2ccc(F)cc2)c2ccccc2S1(=O)=O	i	18%	43%
Cc1ccc(NC(=O)c2ccc3[nH]c(C)cc(=O)c3c2)c(C)c1	-3%	0%[9.22 µM]	-24%
O=C(COc1ccccc1F)Nc1ccc(-c2nc3ccccc3s2)cc1	-4%	19%	18%
CCOc1ccc(-c2cc(NC(=O)c3c(F)cccc3F)c(C(=O)OC)s2)cc1	i	16%	-35%
CC1(C)CC(=O)c2cc(C(=O)Nc3ccc(Br)cc3)c(=O)[nH]c2C1	-11%	0%	-6%
CCc1ccc(N2CCn3c2nc2c3c(=O)n(Cc3ccc(F)cc3)c(=O)n2C)cc1	-8%	14%	-30%
Cc1ccccc1OCC(=O)OCc1cc(=O)n2nc(C3CC3)sc2n1	-13%	0%	8%
O=C(Cn1c(=O)n(Cc2ccccc2)c(=O)c2sc3ccccc3c21)Nc1ccccc1F	-18%	-12%	-3%
CCOC(=O)c1ccc(NC(=O)c2ccc(CN3C(=O)CCn4nc(C)cc43)cc2)cc1	i	26%	16%
CC(=O)c1ccc(NC(=O)CN(C)S(=O)(=O)c2cccc3nsnc23)cc1	16%	-7%	-12%
CCc1ccccc1NC(=O)Cn1c(SCc2ccc(F)cc2)nc2ccncc21	-21%	-3%	22%
CCOc1ccccc1NC(=O)CC1C(=O)NCCN1C(=O)c1ccc(F)cc1 (stereo not drawn)	i	8%	1%
Cc1ccc(CSc2oc(-c3ccco3)nc2S(=O)(=O)c2ccc(Br)cc2)cc1	-24%	15%	36%
O=C(NCc1ccco1)c1ccc2c(c1)N(Cc1cccc(Cl)c1)C(=O)c1ccccc1S2(=O)=O	i	0%	28%
CCOC(=O)N1CCc2c(sc(NCc3ccc(N(C)C)cc3)c2C(=O)Nc2ccccc2OCC)C1	i	25%	?
Cc1cc(C)c2c(NC(=O)c3ccccc3Cl)c(C(=O)Nc3ccc(C)c(C)c3)sc2n1	-24%	22%	-5%
Cc1cc(C)c(CSc2nnc(C)n3c2cc2occc23)c(C)c1	i	9%	?
O=C(c1ccc2c(c1)N(Cc1ccc(Cl)cc1)C(=O)c1ccccc1S2(=O)=O)N1CCN(c2ccccn2)CC1	i	21%	0%
Cc1cccc(-n2c3nc(=O)n(C)c(=O)c-3cc3c(Cl)cccc32)c1C	-25%	7%	-26%
Cc1c(CCNC(=O)c2ccc(Br)o2)sc2nc(-c3ccc(F)cc3)nn12	-90%[inhibitor]	11%	-1%
COc1cccc(NC(=O)Cn2c(=O)n(-c3ccc(C)cc3)c(=O)c3ccc(C(=O)NCc4ccco4)cc32)c1	i	-7%	27%
Cc1ccc2occ(CC(=O)Nc3c(C(=O)Nc4ccc(Cl)cc4)oc4ccccc34)c2c1	i	12%	-7%
COc1ccc(NC(=O)Cn2cc(S(=O)(=O)N3CCC(C)CC3)c3ccccc3c2=O)cc1Cl	-3%	17%	38%
COc1ccccc1CCNC(=O)C(=O)NCC(c1cccs1)S(=O)(=O)c1cccs1 (stereo not drawn)	-4%	4%	3%
CCOC(=O)c1cccc(NC(=O)C2CCN(S(=O)(=O)c3ccc4c(c3)oc(=O)n4C)CC2)c1	-23%	-5%	?
COc1cccc(CNC(=O)c2c(C)nn(-c3cccc(C)c3)c2-n2cccc2)c1	-29%	35µM*	42%
Cc1ccc(CSC2=Nc3ccccc3C3=NC(CCC(=O)NCc4cccs4)C(=O)N23)cc1 (stereo not drawn)	i	-1%	-20%
Cc1ccc(-n2ccnc(NCCc3ccc(S(N)(=O)=O)cc3)c2=O)c(C)c1	-10%	11%	18%
N#Cc1ccc(-c2cccs2)nc1SCc1ccc(Cl)cc1Cl	i	5%	1%
CCOC(=O)CCc1c(C)nc2c(-c3ccccc3)c(C)[nH]n2c1=O	i	7%	3%
Next part.
SMILES	PTHR1 agonist	TDP43 rescue	FUS yeast rescue
CC(=O)N1CCCC1c1nc2ccccc2n1Cc1cc(C)ccc1C (stereo not drawn)	i	4%	11%
Cc1ccc(Nc2c(-c3ccco3)nc3ccc(C)cn23)cc1	-46%[inhibitor]	14%	-12%
Cc1ccc(C)c(CN2C(=O)CSc3ccc(C(=O)NCc4ccccc4)cc32)c1	-8%	-18%[9.22 µM]	-3%
O=C(c1ccc2c(c1)N(Cc1ccccc1F)C(=O)c1ccccc1S2=O)N1CCN(c2ccccc2)CC1 (stereo not drawn)	i	18%	5%
Cc1ccc(-n2c(=O)c3cccnc3n2CC(=O)Nc2ccccc2C(F)(F)F)cc1C	-18%	22%	29%
Cc1cccc(NC(=O)C(Cc2ccccc2)n2cccc2)c1C (stereo not drawn)	i	?	19%
CCc1nc(SC)ncc1C(=O)N1CCN(c2cc(C)ccc2C)CC1	i	25%	30%
Cc1ccn2cc(CNC(=O)c3cccc(C(F)(F)F)c3)nc2c1	i	18%	-2%
CN(C(=O)CCc1nc(-c2ccccc2F)no1)c1ccc(Cl)cc1	-6%	22µM*	29%
CC(=O)Nc1nonc1-c1nnc(SCc2ccccc2)n1C	i	28%[9.22 µM]	-15%
CC(=O)c1cccc(S(=O)(=O)NCCc2csc3nc(-c4ccc(F)cc4)nn23)c1	-28%	24%	25%
Cc1nn(-c2ccccc2)c2c1N(CC(=O)N1CCN(c3ccccc3F)CC1)C(=O)CS2	i	0%	28%
COc1ccccc1CNc1nc(-c2ccco2)nn1C(=O)c1cc(OC)c(OC)c(OC)c1	-24%	10%	6%
O=c1n(Cc2ccc(F)cc2)c2ccccc2c2nc(-c3ccccc3)nn12	i	3%	-14%
Cc1ccc(N2C(=O)CC(c3ccccc3F)C3=C2COC3=O)cc1Cl (stereo not drawn)	-43%[inhibitor]	?	12%
Cc1ccc(Cl)cc1NC(=O)CN(C)S(=O)(=O)c1ccc2c(c1)n(C)c(=O)c(=O)n2C	i	-3%	-2%
COc1ccc(Cn2c(SCc3ccc(C(=O)NCc4cccs4)cc3)nc3cccnc32)cc1	-23%	27%	-2%
Cc1cccc(-c2nnc(C3CCN(S(=O)(=O)c4cccc(Cl)c4)CC3)o2)c1	i	16µM*	?
Nc1nonc1-c1nc2ccccc2n1CC(=O)Nc1cccc(Cl)c1Cl	-4%	3%	-10%
Cc1cccc(NC(=O)CSc2nc3c(c(=O)[nH]2)CN(Cc2ccc4c(c2)OCO4)CC3)c1C	i	6%	12%

Only part of the results is shown; rates above refer to the full screens.
